High-throughput results from PubChem BioAssay.
p-CIP stab down: lowers stability of the mouse p/CIP coactivator protein. Q05BA5. F442A p/CIP-EGFP cells, EGFP fluorescence, 16 h. decrease of EGFP signal, % at 10 µM. 290,000 compounds, 0.01% hits. AID 1984;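 active means EGFP signal decrease of at least 30% at 10 µM or well 3 SD below plate mean, unless failing retest; inactive means the rest, including hits failing retest or dose response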; further: some compounds called inactive have numbers as strong as hits; many of its hits are not listed in these tables
GPR7 antag: antagonists of human GPR7 (neuropeptides B/W receptor 1); P48145; GPR7-expressing cells, fluorescence antagonist assay; inhibition, % at 4.4 µM; 290,000 compounds, 1.1% hits; in the data active means inhibition above about 16%, passing the limit was not always enough;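 further: cells stimulated with the agonist NPW; 0% = agonist with vehicle and 100% = vehicle without agonist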
PHOSPHO1 inh: PHOSPHO1 (human) inhibition. Q8TCT1. recombinant PHOSPHO1, absorbance phosphatase assay. inhibition, % at 13.3 µM. 290,000 compounds, 1.1% hits. AID 1565; in the data active means inhibition above about 60%
IDE cell inh: inhibitors of human insulin-degrading enzyme in cells; P14735; HEK cells, FAbetaB cleavage, fluorescence polarization; inhibition, % at 5.59 µM; 320,000 compounds, 0.41% hits; AID 434962;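 active means percent inhibition above the average of all tested compounds plus 3 SD, set per screening campaign, cut at about 16% in these data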;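 further: IDE supplied by intact live HEK cells; FP after avidin binding of uncleaved biotin substrate so inhibition keeps polarization high; 0% = DMSO wells and 100% = 60 µM reference IDE inhibitor Ii1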
Target sequence (P14735 whole entry, looked up): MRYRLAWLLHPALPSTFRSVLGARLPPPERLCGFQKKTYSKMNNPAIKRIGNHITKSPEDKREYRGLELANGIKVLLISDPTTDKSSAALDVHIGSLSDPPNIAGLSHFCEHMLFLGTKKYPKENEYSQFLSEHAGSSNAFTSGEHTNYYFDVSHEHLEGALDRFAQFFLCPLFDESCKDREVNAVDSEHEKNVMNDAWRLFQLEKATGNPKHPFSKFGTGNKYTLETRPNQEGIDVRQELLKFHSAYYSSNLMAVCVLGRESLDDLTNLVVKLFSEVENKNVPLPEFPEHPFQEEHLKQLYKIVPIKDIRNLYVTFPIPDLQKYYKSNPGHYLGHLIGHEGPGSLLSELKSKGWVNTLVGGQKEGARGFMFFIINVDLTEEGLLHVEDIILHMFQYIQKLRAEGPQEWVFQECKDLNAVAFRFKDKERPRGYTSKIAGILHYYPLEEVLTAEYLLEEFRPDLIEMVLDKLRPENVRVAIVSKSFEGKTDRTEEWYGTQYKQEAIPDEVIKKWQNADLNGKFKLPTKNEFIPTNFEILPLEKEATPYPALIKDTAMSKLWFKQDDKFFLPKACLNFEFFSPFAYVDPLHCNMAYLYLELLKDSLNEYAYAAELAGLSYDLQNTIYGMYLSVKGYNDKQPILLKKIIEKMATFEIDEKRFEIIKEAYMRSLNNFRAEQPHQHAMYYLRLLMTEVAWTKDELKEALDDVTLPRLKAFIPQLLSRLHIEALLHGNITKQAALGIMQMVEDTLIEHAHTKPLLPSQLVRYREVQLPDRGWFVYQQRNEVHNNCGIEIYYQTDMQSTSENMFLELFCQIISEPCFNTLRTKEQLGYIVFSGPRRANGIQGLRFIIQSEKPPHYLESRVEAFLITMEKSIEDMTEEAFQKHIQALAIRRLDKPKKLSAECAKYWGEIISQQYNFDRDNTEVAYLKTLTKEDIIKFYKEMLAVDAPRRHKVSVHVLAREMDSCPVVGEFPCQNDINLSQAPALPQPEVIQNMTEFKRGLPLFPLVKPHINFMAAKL
NALP1 yeast inh: blocks the NALP1 inflammasome reconstituted in yeast. S. cerevisiae NALP1/ASC/caspase-1 growth, X-gal OD620, 72 h. inhibition, % at 10 µM. 280,000 compounds, 0.61% hits. AID 2071; in the data active means inhibition mostly above about 24%, no sharp cut-off; inactive means mostly below about 32%; further: some compounds called inactive have numbers as strong as hits
IMP-1 inh: inhibitors of Pseudomonas aeruginosa IMP-1 metallo-beta-lactamase. inhibition, % at 5.6 µM. purified IMP-1, nitrocefin hydrolysis, epi-absorbance fluorescence. 290,000 compounds, 0.45% hits;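 active means inhibition above the mean plus 3 SD of all compounds in the same screening run, cut at about 4.5% in these data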;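 further: 0% = IMP-1 with DMSO and 100% = DMSO wells lacking enzyme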
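Assay system: purified recombinant IMP-1 beta-lactamase. Input: IMP-1 0.2 nM before substrate addition. Buffer or medium: Zinc- and detergent-supplemented HEPES buffer, pH 7.1. Schedule: 25 °C, 15 min preincubation, 25 min reaction. Signal: Epi-absorbance fluorescence, 480 nm excitation, 530 nm emission. Evaluation: percent inhibition from optical density relative to buffer-blank wells.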
VIM-2 inhibitor: inhibitors of Pseudomonas aeruginosa VIM-2 metallo-beta-lactamase; purified VIM-2, nitrocefin hydrolysis, epi-absorbance fluorescence; inhibition, % at 5.6 µM; 290,000 compounds, 0.89% hits; AID 1527;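 active means inhibition above the mean of all tested compounds plus 3 SD, cutoff set per screening run, cut at about 7.5% in these data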;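 further: red hydrolysis product quenches plate fluorescence so inhibitors raise well fluorescence; 0% = enzyme with DMSO and 100% = DMSO without enzyme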
M18AAP inhibitor: blocks P. falciparum M18 aspartyl aminopeptidase; recombinant PfM18AAP, H-Glu-NHMec fluorogenic cleavage; inhibition, % at 7.35 µM; 290,000 compounds, 1.2% hits;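 active means inhibition above the campaign mean inhibition over all tested compounds plus 3 SD, cut at about 28% in these data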;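 further: 0% = plate median of test compound wells and 100% = 2 mM ZnCl2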
IDE act: activators of human insulin-degrading enzyme in cells; P14735; HEK cells, FAbeta-B cleavage, fluorescence polarization; 0% vehicle, 100% cell-free pure enzyme wells; activation, % at 5.96 µM; 340,000 compounds, 0.073% hits;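 active means activation above the mean of all tested compounds plus 3 SD, set per screening campaign, cut at about 17% in these data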
* marks the source's active call; other numbers are inactive results. Not a hit list; any-hit rate near 5.3%.

What do the screens show for `CC(C)(C)c1ccc(C2CC2C(=O)N/N=C\c2cc3ccccc3nc2Cl)cc1` (configuration not stated)?
p-CIP stab down: -16; GPR7 antag: -14; PHOSPHO1 inh: -14; IDE cell inh: -1; NALP1 yeast inh: 6; IMP-1 inh: -1.5; VIM-2 inhibitor: -1.2; M18AAP inhibitor: -1; IDE act: 1

Results for CC(C)c1nc2sc3c(NCc4ccco4)ncnc3c2c2c1COC(C)(C)C2 ?
p-CIP stab down: -29; GPR7 antag: -12; PHOSPHO1 inh: -16; IDE cell inh: -1; NALP1 yeast inh: 11; IMP-1 inh: -1.8; VIM-2 inhibitor: -0.4; M18AAP inhibitor: 16; IDE act: 4

How did COc1ccc(C(=O)Nc2ccc3ccccc3c2)cc1 do in these assays?
p-CIP stab down: -5; GPR7 antag: 11; PHOSPHO1 inh: 14; IDE cell inh: 2; NALP1 yeast inh: 6; IMP-1 inh: -2.6; VIM-2 inhibitor: -2.9; M18AAP inhibitor: -4; IDE act: 2

What do the screens show for `NS(=O)(=O)c1ccc(N2N=C(c3ccccc3)CC2c2ccccc2)cc1` (configuration not stated)?
p-CIP stab down: -7; GPR7 antag: -4; PHOSPHO1 inh: 18; IDE cell inh: 0; NALP1 yeast inh: 22; IMP-1 inh: -1.2; VIM-2 inhibitor: -1.8; M18AAP inhibitor: 2; IDE act: -1

What do the screens show for `FC(F)(F)c1ccc(Cl)c(-n2c(-c3cc(-c4ccco4)[nH]n3)n[nH]c2=S)c1`?
p-CIP stab down: -3; GPR7 antag: 7; PHOSPHO1 inh: -25; IDE cell inh: 2; IMP-1 inh: -1.2; VIM-2 inhibitor: -0.1; M18AAP inhibitor: -6; IDE act: 4

How did CCOC(=O)N1CCC(NC(=O)c2cccs2)CC1 do in these assays?
p-CIP stab down: -6; GPR7 antag: -10; PHOSPHO1 inh: 32; IDE cell inh: -2; IMP-1 inh: -2.8; VIM-2 inhibitor: -1.2; M18AAP inhibitor: -2; IDE act: -1

Results for CCCOc1ccc(C(=O)NC(=S)NNC(=O)c2c(-c3ccccc3)noc2C)cc1 ?
p-CIP stab down: -5; GPR7 antag: -9; PHOSPHO1 inh: -96; IDE cell inh: 12; NALP1 yeast inh: 15; IMP-1 inh: -2.6; VIM-2 inhibitor: -1.9; M18AAP inhibitor: -5; IDE act: 0

How did CC1CCC2(CC1)NC(=O)N(CC(=O)Nc1sc3c(c1C(N)=O)CCC3)C2=O (configuration not stated) do in these assays?
p-CIP stab down: -17; GPR7 antag: 5; PHOSPHO1 inh: 13; IDE cell inh: 4; NALP1 yeast inh: 11; IMP-1 inh: -0.9; VIM-2 inhibitor: 0.9; M18AAP inhibitor: 7; IDE act: 1

Results for CCCCn1cc(C(=O)c2cc(Br)ccc2O)cc(C#N)c1=O ?
p-CIP stab down: 2; GPR7 antag: 17; PHOSPHO1 inh: 14; IDE cell inh: 6; NALP1 yeast inh: 3; IMP-1 inh: 0.0; VIM-2 inhibitor: -0.4; M18AAP inhibitor: 3; IDE act: 2

What do the screens show for `O=C(Nc1ccc(NC(=O)c2ccco2)cc1)c1cnccn1`?
p-CIP stab down: 20; GPR7 antag: 1; PHOSPHO1 inh: 1; IDE cell inh: 0; NALP1 yeast inh: 20; IMP-1 inh: -3.3; VIM-2 inhibitor: -2.4; M18AAP inhibitor: 0; IDE act: 4

What do the screens show for `O=C(O)c1cc(N/N=C/c2ccc(N3CCOCC3)s2)ccc1Cl`?
p-CIP stab down: 1; GPR7 antag: -5; PHOSPHO1 inh: 16; IDE cell inh: -3; NALP1 yeast inh: -7; IMP-1 inh: -2.2; VIM-2 inhibitor: -1.1; M18AAP inhibitor: 19; IDE act: 0

What do the screens show for `O=C(c1cn(-c2ccccc2)nc1-c1cccc([N+](=O)[O-])c1)N1CCCCC1`?
p-CIP stab down: -6; GPR7 antag: -9; PHOSPHO1 inh: 39; IDE cell inh: 0; NALP1 yeast inh: 16; IMP-1 inh: -2.9; VIM-2 inhibitor: -0.5; M18AAP inhibitor: -12; IDE act: 3

What do the screens show for `CCOC(=O)c1c(NC(=S)N2CCN(C)CC2)sc(C)c1-c1ccccc1`?
p-CIP stab down: -10; GPR7 antag: -15; PHOSPHO1 inh: 18; NALP1 yeast inh: 11; IMP-1 inh: -2.8; VIM-2 inhibitor: -1.4; M18AAP inhibitor: -3; IDE act: 2

Results for COc1cccc(-n2c(=O)n(Cc3ccccc3)c(=O)c3[nH]cnc32)c1 ?
p-CIP stab down: -10; GPR7 antag: -10; PHOSPHO1 inh: 18; IDE cell inh: -3; NALP1 yeast inh: 18; IMP-1 inh: -4.0; VIM-2 inhibitor: -4.2; M18AAP inhibitor: -1; IDE act: 3

Results for CC(C)NC(=O)NC(=O)CN1C(=O)NC(Cc2c[nH]c3ccccc23)C1=O (configuration not stated) ?
p-CIP stab down: -5; GPR7 antag: 2; PHOSPHO1 inh: -15; IDE cell inh: -6; NALP1 yeast inh: 4; IMP-1 inh: -0.1; VIM-2 inhibitor: 2.4; M18AAP inhibitor: -9; IDE act: 1

Results for c1ccc(CN=C2Nc3ccccc3CS2)nc1 ?
p-CIP stab down: 7; GPR7 antag: 1; PHOSPHO1 inh: -4; IDE cell inh: -2; NALP1 yeast inh: 12; IMP-1 inh: -1.3; VIM-2 inhibitor: -5.4; M18AAP inhibitor: -2; IDE act: 2

How did CC1CC1C(=O)Nc1nc(-c2cccs2)c(-c2cccs2)s1 (configuration not stated) do in these assays?
p-CIP stab down: -4; GPR7 antag: -2; PHOSPHO1 inh: 4; IDE cell inh: -2; NALP1 yeast inh: 44; IMP-1 inh: -3.3; VIM-2 inhibitor: 0.9; M18AAP inhibitor: 8; IDE act: 2

What do the screens show for `Cc1ccc2c(CN3CCN(S(=O)(=O)/C=C/c4ccccc4)CC3)cc(=O)oc2c1`?
p-CIP stab down: -8; GPR7 antag: -8; PHOSPHO1 inh: 9; IDE cell inh: 7; NALP1 yeast inh: 39; IMP-1 inh: -0.4; VIM-2 inhibitor: -1.6; M18AAP inhibitor: 10; IDE act: 3

What do the screens show for `CS(=O)(=O)Nc1cccc(C2=NN(C(=O)c3ccccc3Cl)C(c3ccccc3O)C2)c1` (configuration not stated)?
p-CIP stab down: -11; GPR7 antag: 2; PHOSPHO1 inh: 11; IDE cell inh: -2; NALP1 yeast inh: 15; IMP-1 inh: -1.6; VIM-2 inhibitor: -4.3; M18AAP inhibitor: 1; IDE act: 3

Results for COc1ccc(Cc2n[nH]c(=S)n2NC(=O)Nc2ccc(Cl)c(Cl)c2)cc1 ?
p-CIP stab down: -3; GPR7 antag: 15; PHOSPHO1 inh: -109; IDE cell inh: -2; IMP-1 inh: -1.2; VIM-2 inhibitor: -0.4; M18AAP inhibitor: -2; IDE act: -6

Results for CC(C)CC1(C)N=C(c2ccccc2)C(=S)N1 (configuration not stated) ?
p-CIP stab down: -3; GPR7 antag: -10; PHOSPHO1 inh: 36; IDE cell inh: 0; NALP1 yeast inh: -14; IMP-1 inh: -2.8; VIM-2 inhibitor: -3.7; M18AAP inhibitor: -12; IDE act: 4

What do the screens show for `COc1ccc(CNC(=S)Nc2ccc(F)c(Cl)c2)cc1OC`?
p-CIP stab down: -7; GPR7 antag: -3; PHOSPHO1 inh: 30; IDE cell inh: 3; NALP1 yeast inh: -12; IMP-1 inh: -2.4; VIM-2 inhibitor: -3.1; M18AAP inhibitor: 5; IDE act: 8

What do the screens show for `O=C(CC(NS(=O)(=O)c1ccc(Cl)cc1)c1ccco1)N1CCc2ccccc21` (configuration not stated)?
p-CIP stab down: 1; GPR7 antag: -3; PHOSPHO1 inh: -6; IDE cell inh: 1; NALP1 yeast inh: 5; IMP-1 inh: -4.1; VIM-2 inhibitor: -4.5; M18AAP inhibitor: -12; IDE act: -2

How did CCOc1ccccc1C(=O)NC(CO)C(=O)O (configuration not stated) do in these assays?
p-CIP stab down: -2; GPR7 antag: -9; PHOSPHO1 inh: 10; IDE cell inh: 8; NALP1 yeast inh: 1; IMP-1 inh: -0.9; VIM-2 inhibitor: -1.6; M18AAP inhibitor: 2; IDE act: 5

2 records picked at random from the list so far, as already listed:
How did CC1CCC2(CC1)NC(=O)N(CC(=O)Nc1sc3c(c1C(N)=O)CCC3)C2=O (configuration not stated) do in these assays?
p-CIP stab down: -17; GPR7 antag: 5; PHOSPHO1 inh: 13; IDE cell inh: 4; NALP1 yeast inh: 11; IMP-1 inh: -0.9; VIM-2 inhibitor: 0.9; M18AAP inhibitor: 7; IDE act: 1

Results for CCCCn1cc(C(=O)c2cc(Br)ccc2O)cc(C#N)c1=O ?
p-CIP stab down: 2; GPR7 antag: 17; PHOSPHO1 inh: 14; IDE cell inh: 6; NALP1 yeast inh: 3; IMP-1 inh: 0.0; VIM-2 inhibitor: -0.4; M18AAP inhibitor: 3; IDE act: 2

Following part.
What do the screens show for `CCCC(=O)NC(c1cccs1)c1cc(Cl)c2cccnc2c1O` (configuration not stated)?
p-CIP stab down: -6; GPR7 antag: -4; PHOSPHO1 inh: 27; IDE cell inh: 10; NALP1 yeast inh: 13; IMP-1 inh: -1.1; VIM-2 inhibitor: -1.3; M18AAP inhibitor: -9; IDE act: -3

How did CC(=O)Nc1ccc(NC(=O)C(C)OC(=O)/C=C/c2cn(-c3ccccc3)nc2-c2cccnc2)cc1 (configuration not stated) do in these assays?
p-CIP stab down: -1; GPR7 antag: -9; PHOSPHO1 inh: 1; IDE cell inh: 1; NALP1 yeast inh: 40; IMP-1 inh: -2.1; VIM-2 inhibitor: -3.4; M18AAP inhibitor: -1; IDE act: 7

How did O=C(NC1CCS(=O)(=O)C1)c1ccc(S(=O)(=O)NCC2CCCO2)cc1 (configuration not stated) do in these assays?
p-CIP stab down: -5; GPR7 antag: -13; PHOSPHO1 inh: 23; IDE cell inh: 3; NALP1 yeast inh: 6; IMP-1 inh: -3.7; VIM-2 inhibitor: -1.9; M18AAP inhibitor: 3; IDE act: 6

How did CNc1cnn(-c2ccccc2)c(=O)c1Cl do in these assays?
p-CIP stab down: -7; GPR7 antag: -8; PHOSPHO1 inh: 10; IDE cell inh: 1; NALP1 yeast inh: 8; IMP-1 inh: -1.1; VIM-2 inhibitor: -0.4; M18AAP inhibitor: -10; IDE act: 0

Results for Cc1cccc(C(=O)OC(C)CN2CCCC2)c1 (configuration not stated) ?
p-CIP stab down: -1; GPR7 antag: -5; IDE cell inh: 6; NALP1 yeast inh: -1; IMP-1 inh: -6.5; VIM-2 inhibitor: -2.7; M18AAP inhibitor: -5; IDE act: -1

Results for N#Cc1ccccc1CCN1C(=O)c2ccccc2C1=O ?
p-CIP stab down: 6; GPR7 antag: -2; PHOSPHO1 inh: 25; IDE cell inh: 0; NALP1 yeast inh: 25; IMP-1 inh: -0.9; VIM-2 inhibitor: 0.1; M18AAP inhibitor: -8; IDE act: 3

What do the screens show for `Cc1nc(Nc2ccccc2)[nH]c(=O)c1CCC(C)C`?
p-CIP stab down: -2; GPR7 antag: -10; PHOSPHO1 inh: 18; IDE cell inh: -1; NALP1 yeast inh: 4; IMP-1 inh: -1.1; VIM-2 inhibitor: 0.5; M18AAP inhibitor: -1; IDE act: -5

How did CCOC(=O)N1CCN(C(=O)C2CC(c3cc(OC)ccc3OC)=NO2)CC1 (configuration not stated) do in these assays?
p-CIP stab down: 8; GPR7 antag: -3; PHOSPHO1 inh: 14; IDE cell inh: 3; NALP1 yeast inh: 1; IMP-1 inh: -2.4; VIM-2 inhibitor: 0.7; M18AAP inhibitor: 0; IDE act: 1
